CDK5 inh = blocks human CDK5/p35 kinase activity | Recombinant CDK5/p35, ADP-Glo luminescence, 60 min | inhibition, % at 10 µM | hit rate 0.01% among 330,000 | AID 488839;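 active means highest replicate inhibition of at least 50% and at least 75% of replicates reaching 50%; inconclusive means only one of the two criteria met; inactive means both criteria failed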;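 further: plate controls were DMSO neutral control for no effect and GW8510 at 10 µM for full effect; many of its hits are not listed in these tables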
DAGLB inhibitor = blocks human DAGLB lipase activity. Q8NCG7. HEK293T DAGLB membrane lysate, EnzChek fluorogenic substrate. inhibition, % at 5.17 µM. hit rate 0.059% among 340,000. AID 504411; in the data active means inhibition above about 34%;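 further: 0% = enzyme with vehicle and 100% = wells lacking enzyme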
Target sequence (Q8NCG7 whole entry, looked up): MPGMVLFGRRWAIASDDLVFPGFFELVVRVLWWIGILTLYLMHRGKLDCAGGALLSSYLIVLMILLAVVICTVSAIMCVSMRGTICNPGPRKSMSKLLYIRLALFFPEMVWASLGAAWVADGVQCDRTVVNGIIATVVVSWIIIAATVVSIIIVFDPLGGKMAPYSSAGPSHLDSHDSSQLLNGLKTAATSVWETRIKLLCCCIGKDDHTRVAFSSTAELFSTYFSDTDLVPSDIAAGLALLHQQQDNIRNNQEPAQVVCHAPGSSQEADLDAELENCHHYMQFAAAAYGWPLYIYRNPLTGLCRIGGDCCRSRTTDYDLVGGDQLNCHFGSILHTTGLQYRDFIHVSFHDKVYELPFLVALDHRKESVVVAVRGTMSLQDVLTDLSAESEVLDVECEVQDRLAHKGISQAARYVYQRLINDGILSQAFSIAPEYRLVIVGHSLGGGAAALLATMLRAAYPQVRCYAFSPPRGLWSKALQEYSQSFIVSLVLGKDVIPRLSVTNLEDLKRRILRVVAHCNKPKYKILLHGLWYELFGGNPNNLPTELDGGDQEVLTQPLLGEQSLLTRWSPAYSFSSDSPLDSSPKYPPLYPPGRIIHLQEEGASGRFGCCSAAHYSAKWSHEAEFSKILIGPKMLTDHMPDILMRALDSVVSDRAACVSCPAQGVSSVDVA
PKA-R2B act = activates the human PKA-R2B holoenzyme complex. P22694+P31323. hit rate 0.079% among 340,000. PKA-R2B holoenzyme dissociation, Cy5-IP20 fluorescence polarization; R2B truncated from residue 108, S112A mutant; 0% DMSO only, 100% 113 µM cGMP. AID 504700. activation, % at 11.4 µM;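 active means activation above a cutoff set at the mean over all compounds plus 3 SD, cut at about 18% in these data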;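 further: higher means more holoenzyme dissociation and a rise in polarization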
Target sequence (P31323 whole entry, looked up, other chains not shown, the tested form may be a part): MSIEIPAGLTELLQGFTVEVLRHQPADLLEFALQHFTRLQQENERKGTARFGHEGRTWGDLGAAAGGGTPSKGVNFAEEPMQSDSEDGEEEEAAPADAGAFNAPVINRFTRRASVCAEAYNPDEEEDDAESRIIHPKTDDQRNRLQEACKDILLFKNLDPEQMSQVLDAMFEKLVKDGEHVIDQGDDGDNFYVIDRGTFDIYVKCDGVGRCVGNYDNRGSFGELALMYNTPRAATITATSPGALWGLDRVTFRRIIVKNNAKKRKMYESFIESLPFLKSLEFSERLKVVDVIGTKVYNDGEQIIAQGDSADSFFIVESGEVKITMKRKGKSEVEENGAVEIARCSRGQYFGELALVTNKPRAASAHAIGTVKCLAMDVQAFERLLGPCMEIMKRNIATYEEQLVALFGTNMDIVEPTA
HTR5A inv ctr = HTR5A inverse agonism, opioid heterodimer counter-screen; P47898; inhibition, % at 9.3 µM; hit rate 0.083% among 340,000; HTR5A cell line, luminescence; in the data active means inhibition mostly above about 23%, no sharp cut-off; inactive means mostly below about 18%;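 further: 0% = cells with DMSO and 100% = no-cell wells with DMSO; some compounds called inactive have numbers as strong as hits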
AddAB inh = less growth of phage-infected E. coli with AddAB; E. coli expressing H. pylori AddAB, absorbance growth; inhibition, % at 11.9 µM; hit rate 0.29% among 330,000; AID 435030; in the data active means inhibition above about 12%;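 further: 0% = vehicle wells of infected cells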
PKA-R1A act = activators of PKA-R1A complex. P00514+P68181. PKA-R1A dissociation, Cy5-IP20 fluorescence polarization; scaled: DMSO 0%, 113 µM cGMP 100%. activation, % at 11.4 µM. hit rate 0.083% among 340,000. AID 504707;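 active means percent activation above the mean of all tested compounds plus 3 SD, cut at about 19% in these data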;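 further: higher means more PKAc released from R1A so a rise in polarization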
SUMO Mot1 rescue = SUMOylation pathway inhibition by Mot1-301 growth rescue; S. cerevisiae Mot1-301 growth rescue, ATP luminescence, 38.5C; percent above DMSO median, 100 means doubled; growth rescue, % at 18.8 µM; hit rate 1% among 320,000; AID 2716;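 active means every valid replicate shows activation above 250% relative to neutral control wells; inactive means the rest, any valid replicate at or below 250%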;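 further: OY570 slx delta 5 strain wells were the positive control but not used for scaling; some compounds called inactive have numbers as strong as hits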
Tat transport = E. coli Tat transport inhibition; AID 488895; inhibition, % at 10 µM; E. coli MC4100 TorA-mCherry Tat export, fluorescence; hit rate 0.036% among 340,000;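 active means mean replicate inhibition at least 50% and at least half of replicates individually reaching 50%; inconclusive means only one of the two criteria met; inactive means neither criterion met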;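 further: exported cargo escapes ClpAP degradation while cytoplasmic cargo is degraded and loses fluorescence; 0% = median of neutral control wells and 100% = median of NaSCN control wells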
Ecoli viability = bacterial growth inhibition, counter-screen for AddAB inhibitors; E. coli V3065 growth, OD600 absorbance, 18 h; inhibition, % at 11.9 µM; hit rate 0.27% among 330,000;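 active means inhibition above the campaign's mean inhibition across all tested compounds plus 3 SD, cut at about 9.9% in these data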;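 further: uninfected addAB+ strain grown without phage in ampicillin broth; 0% = DMSO wells and 100% = ciprofloxacin 0.95 µg/ml wells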
phage Ecoli inh = E. coli growth loss with phage present; growth absorbance; inhibition, % at 11.9 µM; hit rate 0.26% among 360,000; in the data active means inhibition above about 11%
HTR5A ag = HTR5A agonism, opioid heterodimer counter-screen | HTR5A agonist assay, luminescence, cell-based | activation, % at 9.3 µM | hit rate 0.61% among 340,000 | AID 504692; in the data active means activation mostly above about 9.5%, no sharp cut-off; inactive means mostly below about 7.6%;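 further: 0% = cells with vehicle only and 100% = reference agonist; strong numbers were not always called active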
* = called active by the depositor; i = inactive; u = inconclusive; x = not tested or not shown.

no.	molecule	CDK5 inh	DAGLB inhibitor	PKA-R2B act	HTR5A inv ctr	AddAB inh	PKA-R1A act	SUMO Mot1 rescue	Tat transport	Ecoli viability	phage Ecoli inh	HTR5A ag
1	COc1ccc(NC(=O)c2ccccc2[N+](=O)[O-])cc1OC	0.2	-2	-2	-20	-0.9	-8	20	u	-1.7	2.9	0
2	COc1ccc(OCCCC(=O)Nc2cccc(S(=O)(=O)N3CCCCCC3)c2)cc1	0.9	-3	-4	11	-2.4	-11	9	8	-3.5	0.1	-1
3	O=C(CCn1ccc2cc(S(=O)(=O)N3CCCC3)ccc21)NCc1ccccc1	-2.2	-2	6	3	1.5	-2	-14	-2	1.0	-0.9	-3
4	O=[N+]([O-])c1ccc(CSC2=NCCN2)cc1	0.3	-2	-13	10	-0.2	-1	-6	6	-1.4	-0.6	2
5	COC(=O)C1CCN(C(=O)c2ccc(OC3CCN(Cc4ccccn4)CC3)cc2)CC1	2.0	0	5	11	-0.8	-12	146	0	2.6	3.2	1
6	N#C/C(=C\c1ccc(O)c(O)c1)C(=O)NCCc1ccccc1	0.9	29	-3	-26	-3.0	-6	274*	9	-3.4	3.9	-1
7	C/C(=N/NC(=O)CNC(=O)COc1cccc(C)c1)c1ccco1	2.5	-2	-10	11	4.6	-5	10	16	0.0	3.6	1
8	O=C(NCc1nnc(SCC(=O)N2CCN(c3ccccc3)CC2)o1)c1c(F)cccc1F	0.5	3	-2	1	-1.8	3	-19	-24	0.4	1.7	1
9	Cc1ccc(C(C)C)c(OCC(=O)N/N=C/c2ccc(S(=O)(=O)O)o2)c1	-0.3	1	4	-2	0.3	0	-23	7	-1.3	2.5	-3
10	COC(=O)c1ccc(C)c(NC(=O)c2nn(C)c(=O)c3ccccc23)c1	-0.1	3	7	11	-1.1	-6	-1	4	-0.6	5.4	0
11	CCn1c2ccccc2c2nnc(SCC(=O)NC3CCS(=O)(=O)C3)nc21 (stereo not drawn)	-1.5	-1	-4	3	2.5	1	-19	-5	-2.0	1.0	-1
12	COC(=O)CCNC(=O)CCc1ccc(S(=O)(=O)N2CCCCCC2)cc1	-1.6	-1	3	0	2.7	2	84	5	0.9	0.8	1
13	Cc1ccc(Nc2nc(-c3c(C)nc4ccccn34)cs2)cc1	-0.5	4	0	5	-1.4	-5	x	9	-0.2	1.2	-2
14	C/C(=N\NC(=O)Cn1nc(C)c([N+](=O)[O-])c1C)c1ccc(O)cc1	-1.1	0	-2	18	1.6	-5	-1	1	-2.0	4.1	-5
15	CCOC(=O)c1ccc(NC(=O)C2CCCN(c3cnccn3)C2)cc1 (stereo not drawn)	x	0	1	-5	0.8	-2	3	-2	-1.3	0.0	1
16	O=C1CC[C@@H](CN(Cc2ccccn2)Cc2nc(-c3ccc(C(F)(F)F)cc3)no2)N1	-1.7	-1	7	6	1.6	3	x	-6	-2.6	2.3	-3
17	CC(=O)Nc1ccc(NC(=O)C/C(C)=N/NC(=O)C(=O)N2CCCC2)cc1	1.1	-2	3	-1	4.0	-6	-8	1	0.1	2.9	0
18	N#Cc1ccsc1NC(=O)c1cnccn1	0.5	-3	-6	-1	3.3	-5	-10	6	-0.8	3.5	-1
19	Nc1nccnc1C(=O)OCC(=O)NNC(=O)c1ccccc1	-1.5	-4	-3	-4	4.3	-6	2	-6	0.8	-0.8	4
20	COc1ccc(CC(C)N2CCN(c3ccccc3)CC2)cc1OC (stereo not drawn)	0.0	3	-3	-9	2.1	1	-2	-4	1.2	0.3	4
21	O=C1OC(c2ccccc2)=C/C1=C\N1CCOCC1	1.3	6	-6	-29	2.5	-3	-10	8	-0.8	1.7	11
22	Fc1ccccc1CNC(=S)NCc1ccc(Cl)cc1	0.0	-1	2	10	1.4	-6	15	1	1.5	2.3	-1
23	COc1ccccc1NC(=O)COC(=O)c1cc([N+](=O)[O-])ccc1N1CCCC1	-1.2	-4	-1	1	1.4	-15	9	7	-2.2	1.5	0
24	Cc1ccccc1Oc1ccc2c(c1)[C@@H]1C[C@H]3[C@@H](C(=O)N1CC2)[C@H](C)ON3C	0.7	-1	1	-7	x	10	x	-2	x	0.9	2
25	O=C(Nc1nc(-c2ccc(Cl)cc2)cs1)c1cccnc1	0.2	-1	-6	-20	0.9	2	65	-3	-2.0	3.5	-1
26	O=C(NCc1cccnc1)c1ccccc1NS(=O)(=O)c1ccc(F)cc1F	-0.9	1	3	-4	1.1	2	x	-4	-0.6	0.8	2
27	COCC(C)n1c(C)cc(C(=O)COC(=O)c2cnc(Cl)c(Cl)c2)c1C (stereo not drawn)	-0.2	-11	-4	-27	-2.0	0	14	-7	-0.8	-3.4	3
28	CC(OCC(O)CNCC1COc2ccccc2O1)c1ccc(Cl)cc1 (stereo not drawn)	-0.4	-4	1	-1	2.0	5	117	0	-1.4	-1.5	0
29	CCOc1cccc(C(=O)NC(=S)Nc2cccc(NC(=O)c3ccccc3Cl)c2)c1	0.1	-8	-13	24	0.1	-1	-21	-2	2.2	2.4	-1
30	COc1cc(OC)cc(C(=O)Nc2ccc(NC(=O)c3ccco3)c(Cl)c2)c1	4.0	-1	-5	-11	1.4	2	19	-8	1.3	-0.6	4
31	CN1CCN(C(=O)c2ccc(Cl)cc2)CC1	-4.3	-4	-7	-6	1.4	0	-1	7	1.7	-3.1	2
32	C=CCn1c(SCC(=O)Nc2nccs2)nnc1-c1cc2cccc(OC)c2o1	1.1	3	-4	-28	-0.6	-9	-19	5	-2.6	2.4	4
33	N#Cc1c(F)cccc1N1CCN(Cc2ccc3c(c2)OCO3)CC1	-0.2	-10	-15	-3	2.5	7	i	1	1.6	2.0	4
34	CN1CCN(c2nc3c(c(=O)[nH]c(=O)n3C)n2Cc2ccccc2F)CC1	0.4	3	1	4	4.0	3	87	-12	-2.2	x	-1
35	C/C=C(\C)C(=O)Nc1cccc(C2=NOC3(C2)C[C@@H](C(N)=O)N(C(=O)c2ccccc2C(=O)c2ccccc2)C3)c1 (stereo partly drawn)	2.2	1	-13	-24	1.8	0	16	4	-0.3	1.2	0
36	COc1cc(OC)c(NC(=O)Cc2cccs2)cc1Cl	1.8	-2	-7	-1	-1.9	-16	-13	3	0.3	0.6	0
37	CCOc1ccc(C(=O)NCC(=O)OCC(=O)Nc2cccc(S(=O)(=O)N3CCCC3)c2)cc1	-1.4	-1	-5	-23	2.5	-8	-23	8	1.2	-0.1	2
38	O=C(Cc1ccc(Cl)c(Cl)c1)N/N=C/c1cccnc1	1.5	2	-6	3	0.9	2	-5	-1	-1.0	-1.5	6
39	Cc1ccc(NC(=O)COC(=O)CCC(=O)c2cccs2)cc1C	-0.9	-4	4	-8	-0.7	7	9	-2	-0.4	0.8	5
40	CCC(=O)NC(=S)Nc1ccccc1OC	1.0	1	-10	22	2.6	-1	17	-3	-2.3	-0.4	-10
41	Cc1cc(C)c(OCCCCN2CCC(C)CC2)c(Br)c1	0.6	1	-5	-3	4.0	1	164	3	4.9	3.3	1
42	c1ccc(OCCCn2nnc(-c3cccnc3)n2)cc1	-1.3	0	-7	-4	-1.1	7	13	5	-0.1	0.9	1
43	O=c1[nH]c(-c2ccccc2)ncc1OCc1ccccc1	-2.8	-2	-3	-26	x	8	x	-7	x	4.9	7
44	O=C(COC(=O)c1cnccn1)c1ccc([N+](=O)[O-])cc1	-0.4	-2	-5	-20	1.3	-9	0	6	1.6	1.9	-2
45	Cc1cc([N+](=O)[O-])nn1Cc1ccccc1F	-0.1	-1	-10	2	0.4	-2	52	1	-0.4	3.1	0
46	CCC(C)(C)NC(=O)C(c1cccs1)N(C(=O)c1ccn[nH]1)c1ccccc1 (stereo not drawn)	-1.8	0	-7	-3	-1.6	-11	14	2	-4.2	3.9	1
47	O=C(Nc1ccc(F)cc1)C(=O)C1C(=O)Nc2ccccc21 (stereo not drawn)	0.2	2	-1	2	2.5	-6	247	-1	0.8	1.9	-1
48	COc1ccc(S(=O)(=O)N2CCCCC2)cc1C(=O)Nc1cc(C)on1	x	-3	-14	11	-0.3	-11	-2	0	0.2	1.4	1
49	CC(=O)C1=C(O)C(=O)N(CCN2CCOCC2)C1c1ccccc1 (stereo not drawn)	1.1	-4	3	17	3.1	1	-8	0	-0.6	-0.8	1
50	Cc1cc(NS(=O)(=O)c2ccc(NC(=O)c3ccc(Cl)cc3Cl)cc2)no1	-7.4	1	-3	1	3.7	-12	-9	2	1.8	0.8	2
51	COc1ccccc1NC(=O)CSc1nnc(NC(=O)c2ccco2)s1	1.0	1	-8	-8	6.7	7	3	-9	0.4	4.3	2
52	CN(C)c1ccc(S(=O)(=O)NCC(=O)NCc2ccccc2)cc1[N+](=O)[O-]	0.6	1	-4	-9	1.4	8	5	3	-0.5	3.8	2
53	COc1ccc(C(C)=O)cc1CN1C(=O)C(C)N(c2ccc(C)cc2)C1=O (stereo not drawn)	-1.0	-1	1	-3	1.9	-16	-12	-6	0.0	2.9	1
54	O=C(CN(CC1CCCO1)C(=O)CNS(=O)(=O)c1ccc(Cl)cc1)NC1CCCCC1 (stereo not drawn)	2.1	1	1	-16	3.7	-4	6	3	1.9	2.0	-1
55	c1coc(Cn2c(SCc3nc4ccccc4[nH]3)nnc2-c2cccs2)c1	0.1	-3	-7	-16	-0.5	-16	-4	-4	1.3	3.5	0
56	CCOC(=O)c1cnn2c(C(F)(F)F)cc(-c3ccccc3)nc12	1.5	-6	-8	-5	2.3	1	196	-1	-0.9	2.5	10
57	COc1ccc(-c2cc(C(F)F)nc(-n3nc(C)cc3C)n2)cc1	0.2	-5	-3	-25	-0.5	-8	6	1	-4.6	2.1	3
58	CCN(CC)S(=O)(=O)c1ccc(OC)c(-n2cnnn2)c1	2.7	-1	0	13	5.8	4	-9	4	2.5	3.5	0
59	O=C(NCc1cccc(CNC(=O)c2ccco2)c1)c1ccco1	-1.7	-2	2	-15	1.6	10	10	-1	0.8	2.4	-2
60	CCCCOc1cccc(C(=O)N(Cc2ccco2)C2CCS(=O)(=O)C2)c1 (stereo not drawn)	-1.5	-1	-2	-2	-3.1	1	-17	-2	-1.1	1.3	0

Next section:
no.	molecule	CDK5 inh	DAGLB inhibitor	PKA-R2B act	HTR5A inv ctr	AddAB inh	PKA-R1A act	SUMO Mot1 rescue	Tat transport	Ecoli viability	phage Ecoli inh	HTR5A ag
61	O=C(COC(=O)c1ccc(S(=O)(=O)N2CCc3ccccc3C2)cc1)NC(=O)NCc1ccco1	-0.7	0	4	10	-1.5	-8	-6	-17	-1.4	-0.5	-2
62	COC(=O)c1ccc(Cn2nc(C(F)(F)F)cc2C)cc1	0.4	-5	-10	-17	-0.3	-2	-15	2	-2.2	5.1	0
63	Cc1ccc(C(=O)O/N=C/c2c(Cl)n(C)c3ccccc23)cc1	0.7	-5	4	-13	-0.2	2	-3	3	0.2	0.7	-4
64	CC(C)CNCC1OCc2ccccc2CO1	1.1	-1	-5	-21	0.7	14	-18	-2	2.4	3.9	8
65	Cc1nn(-c2cc(N3CCOCC3)ccc2[N+](=O)[O-])c(=O)c2ccccc12	4.7	-1	-6	21	-0.3	-5	8	0	-0.6	0.3	-4
66	CCCCN1C(=O)C(=Nc2cccc3cnccc23)c2ccccc21	-2.6	1	6	-17	0.9	3	-3	-5	0.5	2.0	6
